CBFb-RUNX1 inh: CBF-beta/RUNX1 interaction disruption | Q01196+Q13951 | AlphaScreen CBFb-His/RUNX1-biotin binding, biochemical | 230,000 tested, under 10 active | AID 1477 | Potency, µM (doses to about 59.8 µM), without a hit: top-dose activity, negative = inhibition, actives largely listed as inhibitors; also: % of control where 0% means no effect
Target sequence (Q01196 whole entry, looked up): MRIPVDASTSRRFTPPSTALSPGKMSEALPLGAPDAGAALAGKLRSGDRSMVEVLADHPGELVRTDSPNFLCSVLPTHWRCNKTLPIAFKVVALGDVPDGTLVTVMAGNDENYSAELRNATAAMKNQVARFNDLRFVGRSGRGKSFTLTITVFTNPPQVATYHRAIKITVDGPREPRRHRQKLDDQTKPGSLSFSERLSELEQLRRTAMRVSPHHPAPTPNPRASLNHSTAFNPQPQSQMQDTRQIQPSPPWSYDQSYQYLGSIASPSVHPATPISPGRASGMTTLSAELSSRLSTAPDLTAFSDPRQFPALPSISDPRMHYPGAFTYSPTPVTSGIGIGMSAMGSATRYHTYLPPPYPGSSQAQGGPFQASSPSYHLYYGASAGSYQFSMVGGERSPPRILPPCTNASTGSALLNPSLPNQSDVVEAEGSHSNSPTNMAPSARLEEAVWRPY
Target sequence (Q13951 whole entry, looked up): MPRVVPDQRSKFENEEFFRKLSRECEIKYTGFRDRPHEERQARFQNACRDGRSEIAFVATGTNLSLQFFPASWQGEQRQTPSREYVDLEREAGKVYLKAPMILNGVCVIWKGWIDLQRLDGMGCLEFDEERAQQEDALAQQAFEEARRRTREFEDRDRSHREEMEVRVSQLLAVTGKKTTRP
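CBF-beta (His) and RUNX1 (biotin), 30 nM each; 20 min preassociation; + compound, 15 min; + beads 50 ng each (Ni, streptavidin), 90 min; RT; AlphaScreen read.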
Tau fluor counter: counter-screen for tau fibril formation inhibitors; tau K18 P301L (four-repeat tau fragment) Alexa594 fluorescence, heparin fibrillization; Potency, µM (highest dose often 57.7 µM), without a hit: at the highest dose activity change, negative = decrease; 280,000 tested, 0.93% active; AID 1463; also: potency is read from the fitted curve at half-maximal effect; % is scaled to controls: 0 for no effect and ±100 for the full control effect; nearly all actives have a fitted effect of over 55% in size
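Human K18 P301L tau (15 uM unlabeled plus 0.24 uM Alexa 594-labeled, final) in 100 mM sodium acetate pH 7 was mixed with compound and 20 uM heparin and incubated 6 hr at 37 C.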
NPSR antagonist: neuropeptide S receptor (human) antagonism, cAMP. Q6W5P4. CHO-NPSR cells, cAMP TR-FRET, antagonist mode. Potency, µM (titrated, usually from 38.3 µM), inactives show at the highest dose activity change, negative = inhibition, usual class: inhibitors. 220,000 tested, 1% active; also: potency is read from the fitted curve at half-maximal effect; % is scaled to controls: 0 for no effect and ±100 for the full control effect; nearly all actives have a fitted effect of over 50% in size; many of its hits are not listed in these tables
TRb SRC2 PPI: disrupts binding of human TR beta to SRC2; TRbeta-SRC2 peptide binding, fluorescence polarization; receptor liganded with 1 µM T3; 280,000 tested, 0.065% active; Potency, µM (highest dose often 106 µM), without a hit: top-dose activity change, negative = inhibition, usual class: inhibitors; AID 1469;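 also: potency is read from the fitted curve at half-maximal effect; plate controls were bound peptide for no effect and peptide without receptor for full effect; nearly all actives have a fitted effect of over 50% in size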
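A fluorescence polarization screen tested compounds at multiple concentrations against complex formation between 0.6 uM TRb ligand-binding domain and 20 nM Texas Red SRC2 peptide, with 1 uM T3 present; readout after 5 hr.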
GLA spleen mod: alpha-galactosidase A (human) modulation; P06280; human spleen homogenate, 4MU-alpha-Gal fluorescence, 40 min; Potency, µM (doses to about 80 µM), for the others: at the highest dose activity change, negative = inhibition, usual class: inhibitors; 240,000 tested, 0.008% active; AID 2107;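 also: potency is read from the fitted curve at half-maximal effect; 0% = enzyme with vehicle and -100% = no enzyme basal signal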
Target sequence (P06280 32-429 limits assumed): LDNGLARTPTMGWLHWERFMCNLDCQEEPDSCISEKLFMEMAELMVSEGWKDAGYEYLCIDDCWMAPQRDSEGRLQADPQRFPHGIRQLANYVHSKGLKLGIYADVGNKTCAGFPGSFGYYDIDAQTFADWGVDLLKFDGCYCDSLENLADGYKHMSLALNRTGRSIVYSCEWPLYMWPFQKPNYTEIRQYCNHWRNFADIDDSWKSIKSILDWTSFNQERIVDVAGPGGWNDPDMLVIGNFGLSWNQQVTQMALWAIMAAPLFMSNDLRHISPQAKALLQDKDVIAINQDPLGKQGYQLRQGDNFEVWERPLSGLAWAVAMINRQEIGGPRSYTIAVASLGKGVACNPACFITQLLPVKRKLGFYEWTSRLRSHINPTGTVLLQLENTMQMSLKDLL
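Inhibition or activation of alpha-galactosidase in human spleen homogenate is scored by 4-MU fluorescence after 40 min at 37C, pH 5.0, with 1 mM substrate. AC50s come from concentration-response fitted to the Hill equation.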
Tau FP inhib: inhibitors of human tau fibril formation; Potency, µM (series often up to 57.7 µM), inactives show at the highest dose activity, negative = inhibition, actives largely listed as inhibitors; AID 1468; K18 P301L tau heparin fibrillization, Alexa594 FP, 6 h; 280,000 tested, 0.39% active; P10636; also: potency is read from the fitted curve at half-maximal effect; % is scaled to controls: 0 for no effect and ±100 for the full control effect; nearly all actives have a fitted effect of over 55% in size
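Human K18 P301L fragment (15 uM unlabeled plus 0.24 uM Alexa 594-labeled) in 100 mM sodium acetate pH 7 with compound, aggregation induced by 20 uM heparin for 6 hr at 37 C. ThT (30 uM) added for 1 hr, then Alexa 594 FP read.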
Epigenetic derep: regulators of epigenetic silencing causing reporter derepression in mouse cells; 280,000 tested, 0.2% active; AID 1865; Potency, µM (titrated, usually from 53.9 µM), for inactives: top-dose GFP activation, usual class: activators; murine LDR cells, GFP reporter derepression, 30 h; also: potency is read from the fitted curve at half-maximal effect; % of control where 0% means no effect; nearly all actives have a fitted effect of over 60% in size
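Murine LDR cells carrying a silenced, genomically integrated CMV-driven GFP reporter were exposed to compound for 30 hours at 37 C. After PBS washes, GFP-positive cells (20–120 um objects) were counted by laser-scanning microplate cytometry.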
TR SRC2 fluor cs: alters Texas Red total fluorescence, flagging assay interference; TRb/SRC2 Texas Red total fluorescence interference; Potency, µM (titrated, usually from 106 µM), for the others: at the highest dose fluorescence change, negative = quenching; 280,000 tested, 0.29% active; AID 1479; active = well fitted curve in either direction with a large enough effect; inconclusive = small, poorly fitted or top-dose-only effect; also: potency is read from the fitted curve at half-maximal effect; % is scaled to controls: 0 for no effect and ±100 for the full control effect
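Flags fluorescent or light-absorbing compounds by total fluorescence, S + 2P, at 555 nm excitation and 632 nm emission. Mixture: 20 nM Texas Red SRC2 peptide, 0.6 uM human TRb LBD, 1 uM T3, 5% DMSO; compound exposure 5 h at ambient temperature.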
Numbers without * were called inactive; ? = inconclusive; . = not tested or not shown; & = joins results of further samples; [ ] = dose if it differs, or a comment. Unless noted, calls follow the shape of the dose curve; as a rule, active = well fitted curve in the direction sought with a large enough effect; inconclusive = small, poorly fitted or top-dose-only effect, or another doubt; inactive = no such curve, though single readings can be large; an effect the other way counts as inactive or inconclusive.

SMILES	CBFb-RUNX1 inh	Tau fluor counter	NPSR antagonist	TRb SRC2 PPI	GLA spleen mod	Tau FP inhib	Epigenetic derep	TR SRC2 fluor cs
CCN(CC)C(=O)C1CCCc2c1[nH]c1ccc(Cl)cc21 (stereo unspecified)	-1%	-17%	1%[46.1 µM]	3%	-12%	1%	1.0%	-4%
S=c1[nH]nc(-c2ccc3c(c2)OCO3)n1-c1ccccc1	0%	5%	13%[46.1 µM]	3%	6%	5%	0.0%	-14%
O=c1[nH]c(-c2ccccn2)nc2ccccc12	-5%	0%	-13%[46.1 µM]	-17%	10%	-3%	?	0%
O=C(C1CCCO1)N1CCN(c2ncccn2)CC1 (stereo unspecified)	1%	-3%	-16%[46.1 µM]	2%	7%	0%	-3.0%	1%
COCCn1c(SC(C)C(=O)Nc2ccc3c(c2)OCCO3)nc2ccccc2c1=O (stereo unspecified)	0%	-24%	?	-5%	-2%	6%	-1.1%	-5%
COc1ccc(NC(=O)c2cccc(Oc3ccc([N+](=O)[O-])cc3Cl)c2)cc1	-2%	?	-4%	-5%	8%	-9%	-3.2%	-7%
Cc1ccc(-n2c(=O)cc(N3CC(C)OC(C)C3)[nH]c2=O)cc1 (stereo unspecified)	0%	0%	30%	8%	4%	0%	0.0%	-1%
CCOc1ccc(NC(=O)CCCOc2cc(=O)n(C)c3ccccc23)cc1	3%	-12%&-10%	-7%[46.1 µM]	1%&-1%	-2%	3%&9%	-1.1%&-0.9%	-7%&4%
CC(C)=CC(=O)NCc1c(Cl)cccc1-n1cccc1	-2%	-2%	-2%[46.1 µM]	-3%	-4%	5%	-1.0%	1%
Cc1cc(C)c(C#N)c(SCC(=O)Nc2ccccc2C(N)=O)n1	0%	-20%	-17%[46.1 µM]	-4%	19%	-12%	18%	-2%
O=C1NC(=NCc2ccccc2)S/C1=C\c1ccccc1	-4%	-2%	-18%[46.1 µM]	-4%	-25%	-4%	14%	-28%
CN(C(=S)NC(=O)Cc1ccccc1)c1ccccc1	3%	0%	-36%	-7%	7%	-4%	-2.1%	-1%
Cc1ccccc1OCC(=O)N/N=C/c1ccncc1	4%	-8%	22%	0%	3%	1%	-1.6%	-6%
O=S(=O)(Nc1ncccn1)c1ccc(NC(=S)NCc2ccco2)cc1	-18%	-12%	4%	-14%	?	2%	-1.5%	1%
CC(C)(C)C(=O)OCc1cc(=O)n2nc(C3CCCCC3)sc2n1	.	2%	.	2%	.	0%	0.0%	-4%
O=C(COc1ccccc1C(=O)c1cnn(-c2ccccc2)c1)Nc1ccc2ccccc2c1	0%	?	-16%	-3%	2%	-12%	0.0%	2%
COc1ccccc1NC(=O)CSc1nc2ncccc2[nH]1	6%	-5%	-12%[46.1 µM]	-3%	-6%	1%	1.7%	1%
O=C(NC1CCCCC1)C(c1cccnc1)N(C(=O)CCl)c1ccc(F)cc1 (stereo unspecified)	9%	3%	-23%	-10%	5%	-2%	0.9%	-1%
Cc1cccc(NC(=S)NC2CC3CCC(C2)N3Cc2ccco2)c1C (stereo unspecified)	-2%	1%	4%[46.1 µM]	-7%	-5%	-3%	-1.0%	-3%
O=C(NNC(=S)NCc1ccco1)C(c1ccccc1)c1ccccc1	2%	-11%	-13%	0%	-2%	-4%	-0.1%	2%
COc1ccc2nc(SCC(=O)Nc3c(C)cc(C)cc3C)[nH]c2c1	2%	-13%	-6%[46.1 µM]	2%	-1%	1%	-0.9%	2%
Cc1onc(-c2c(Cl)cccc2Cl)c1C(=O)N/N=C(\N)COc1ccc(Cl)cc1	-5%	-22%	-24%[46.1 µM]	-20%	5%	?	-0.9%	-3%
O=C(N/N=C/c1cccc(OCc2ccccc2)c1)c1ccc(Br)cc1	16%	-5%	-36%	-4%	7%	1%	0.0%	?
COc1cccc(S(=O)(=O)Nc2ccc(C(=O)N3CCOCC3)cc2)c1	0%	2%	-14%[46.1 µM]	-9%	9%	2%	-1.0%	1%
CCCCCCn1c(C)nc2c(c1=O)c1nc3ccccc3nc1n2/N=C/c1ccco1	-11%	-13%	?	-21%	-3%	7%	7.8%	-11%

Structural class, those above with an aryl thioether with sulfur outside any ring (four)
SMILES	CBFb-RUNX1 inh	Tau fluor counter	NPSR antagonist	TRb SRC2 PPI	GLA spleen mod	Tau FP inhib	Epigenetic derep	TR SRC2 fluor cs
COCCn1c(SC(C)C(=O)Nc2ccc3c(c2)OCCO3)nc2ccccc2c1=O (stereo unspecified)	0%	-24%	?	-5%	-2%	6%	-1.1%	-5%
Cc1cc(C)c(C#N)c(SCC(=O)Nc2ccccc2C(N)=O)n1	0%	-20%	-17%[46.1 µM]	-4%	19%	-12%	18%	-2%
COc1ccccc1NC(=O)CSc1nc2ncccc2[nH]1	6%	-5%	-12%[46.1 µM]	-3%	-6%	1%	1.7%	1%
COc1ccc2nc(SCC(=O)Nc3c(C)cc(C)cc3C)[nH]c2c1	2%	-13%	-6%[46.1 µM]	2%	-1%	1%	-0.9%	2%

Other records.
SMILES	CBFb-RUNX1 inh	Tau fluor counter	NPSR antagonist	TRb SRC2 PPI	GLA spleen mod	Tau FP inhib	Epigenetic derep	TR SRC2 fluor cs
COc1ccc(C2=Nn3c(nnc3-c3ccc(OC)c(OC)c3)SC2)c(OC)c1	-2%	.	.	-1%	8%	.	.	-2%
CC1CCN(C(=O)COc2cccc3c2CCN(C)C3=O)CC1	1%	3%	1%	-4%	-2%	-6%	-2.0%	0%
Cc1cccc(NC(=O)C2CCN(c3nc(C)cc(C)n3)CC2)c1	5%	3%	-29%[46.1 µM]	2%	10%	-1%	-0.9%	-5%
CC1CN(c2ccc(S(=O)(=O)N3CCOCC3)cn2)CC(C)O1 (stereo unspecified)	7%	-8%	0%[46.1 µM]	-1%	1%	0%	1.0%	-2%
CCOc1ccccc1NC(=O)NCc1ccccc1	12%	0%	3%	0%	-6%	2%	-0.4%	-3%
Cc1cc(C)nc(NC(=O)c2cccc([N+](=O)[O-])c2C)n1	0%	-8%	-10%[46.1 µM]	11%	-15%	-3%	-0.4%	5%
CCNc1nc(OC)nc(Oc2ccc(=O)[nH]n2)n1	.	-12%	.	6%	.	-2%	-1.1%	-13%
N#Cc1ccccc1OCCOCCNC1CCCC1	6%	3%	19%	-1%	3%	-2%	1.5%	1%
Cc1cccc(-c2nc(SCC(=O)N(C)c3ccccc3)c3c(=O)n(C)c(=O)n(C)c3n2)c1	.	-2%	.	-1%	.	-1%	-2.2%	0%
CCOc1ccccc1NC(=O)C1C2CCC3C(CCC21)C3(Cl)Cl (stereo unspecified)	16%	2%	-58%	2%	3%	3%	-1.2%	-3%
COc1cccc(C(=O)NNC2=CC(=O)CC(C)(C)C2)c1	-4%	-10%	-1%[46.1 µM]	7%	-8%	-2%	1.2%	1%
COc1ccccc1NC(=O)CN1C(=O)C2(OCCCO2)c2ccccc21	5%	-2%	-10%[46.1 µM]	-5%	-15%	5%	6.0%	-1%
CCOc1ccc(NC(=O)N2CCC(n3nnc4cc(C)ccc43)CC2)cc1	2%	-13%	-11%[46.1 µM]	-7%	-19%	-3%	0.0%	-4%
O=C(CCSc1nnc(-c2ccccc2)o1)N1CCOCC1	8%	2%	5%	1%	-10%	-6%	0.0%	-2%
CCCOc1ccc2oc(=O)c3c(c2c1)CCCN3C(=O)CN1CCN(C(=O)c2ccco2)CC1	-3%	0%	-7%	-9%	4%	6%	-1.0%	-1%
COc1ccc(Cl)cc1N(C)C(=O)Cn1cnc2sc(C)c(S(=O)(=O)N3CCN(c4ncccn4)CC3)c2c1=O	.	-4%	.	-4%	.	9%	-1.8%	-20%
CCOC(=O)N1CCN(C(=O)C2CCCN(S(C)(=O)=O)C2)CC1 (stereo unspecified)	6%	-2%	6%[46.1 µM]	-2%	5%	2%	0.0%	0%
O=C(Cn1c(Cc2ccccc2)nc2ccccc21)NCc1ccc2c(c1)OCO2	3%	-6%	3%	2%	-9%	4%	1.1%	-10%
Cc1ccc(C(=O)NC(C)c2ccc(F)cc2)cc1 (stereo unspecified)	-3%	-4%	5%	3%	-4%	-2%	2.1%	-1%
CCOC(=O)N1CCN(c2c(NCc3ccc(F)cc3)c(=O)c2=O)CC1	4%	6%	1%	1%	16%	0%	2.5%	0%
O=c1c2cnn(-c3ccccc3)c2ncn1Cc1cccc(Cl)c1	12%	-1%	-16%[46.1 µM]	0%	-2%	-12%	0.0%	-3%
O=C(O)c1cccc(Cn2c(Cl)c(/C=N/NC(=O)c3ccccc3Cl)sc2=O)c1	-5%	-14%	-3%[46.1 µM]	-5%	-15%	3%	-1.1%	-6%
Clc1ccc2nc(-c3ccccc3)[nH]c2c1	-6%[21.7 µM]	-24%	.	0%	-5%	?	7.9%	-4%
C/C(CC(=O)NC(C)(C)C)=N\NC(=O)c1ccccc1N	-2%	-7%	30%	9%	1%	4%	2.2%	0%
CCn1c(CN2CCN(c3cccc(C)c3C)CC2)n[nH]c1=S	10%	-9%	-16%	4%	0%	3%	1.1%	-2%

Later entries:
SMILES	CBFb-RUNX1 inh	Tau fluor counter	NPSR antagonist	TRb SRC2 PPI	GLA spleen mod	Tau FP inhib	Epigenetic derep	TR SRC2 fluor cs
CCOc1ccc(CCNC(=O)COc2cc(=O)n(C)c3ccccc23)cc1OCC	3%	-5%	18%	3%	-8%	5%	2.1%	1%
COc1cccc(CN2C(=O)c3ccccc3C2C(=O)NCCc2ccc(OC)c(OC)c2)c1 (stereo unspecified)	.	2%	.	-7%	.	4%	8.2%	-1%
COC(=O)CCC(=O)OC1(C)C(=O)C=C2C=C(CCCNC(=O)OC(C)(C)C)OC=C2C1=O (stereo unspecified)	14%	-6%	.	0%	3%	4%	0.0%	-1%
C1=C(C(c2nnnn2C2CCCCC2)N2CCCCC2)COc2ccccc21 (stereo unspecified)	6%	-5%	-7%[46.1 µM]	-6%	2%	?	-5.3%	6%
CCN1/C(=C(\O)c2ccccc2)C(=O)c2ccccc2S1(=O)=O	-6%	-4%	-15%[46.1 µM]	-6%	2%	1%	0.0%	-2%
CCCCNC(=O)CCCn1c(=O)c2ccccc2n(Cc2c(C)cc(C)cc2C)c1=O	.	2%	.	11%	.	-9%	-0.9%	-17%
Cc1c(NC(=O)C(C)N2C(=O)C3C4C=CC(C4)C3C2=O)c(=O)n(-c2ccccc2)n1C (stereo unspecified)	0%	-2%	14%[46.1 µM]	-18%	6%	-3%	-3.0%	0%

Screens from PubChem.

The list is partial (hit frequency here may not be typical).
